# FLuc inhib CS = firefly luciferase enzyme inhibitors, primary screen, artefact control for luciferase-based inhibitor screens, biochemical, luminescence, ATPLite; inhibition, % at 10 µM; Luciferin 4-monooxygenase (Photinus pyralis), P08659; 10 min; actives 1.5% (n = 200,000); AID 1006, 2008;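 active = inhibition above about 50% when tested at 10 µM, limit read from the data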
# Target sequence (P08659 whole entry, looked up): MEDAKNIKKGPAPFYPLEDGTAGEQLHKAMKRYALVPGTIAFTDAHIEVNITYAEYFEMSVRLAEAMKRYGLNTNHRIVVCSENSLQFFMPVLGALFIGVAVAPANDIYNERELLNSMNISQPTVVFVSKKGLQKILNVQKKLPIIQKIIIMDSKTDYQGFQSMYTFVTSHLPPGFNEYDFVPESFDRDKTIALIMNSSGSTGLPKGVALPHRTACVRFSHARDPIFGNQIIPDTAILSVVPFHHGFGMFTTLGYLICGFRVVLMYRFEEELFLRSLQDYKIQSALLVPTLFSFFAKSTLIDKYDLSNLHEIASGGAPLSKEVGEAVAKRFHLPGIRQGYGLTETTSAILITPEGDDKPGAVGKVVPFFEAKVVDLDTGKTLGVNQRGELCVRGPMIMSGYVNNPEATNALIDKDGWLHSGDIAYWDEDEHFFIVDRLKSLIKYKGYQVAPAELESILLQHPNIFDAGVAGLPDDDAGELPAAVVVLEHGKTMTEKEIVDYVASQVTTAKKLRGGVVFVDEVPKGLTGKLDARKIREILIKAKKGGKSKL
# Efa HMGR inh = inhibitors of E. faecalis class II HMGR, primary screen, biochemical, Enterococcus faecalis; inhibition, % at 10 µM; actives 0.41% (n = 190,000); AID 1066, 2008; HMG-CoA reductase (Enterococcus faecalis, mvaE); purified E. faecalis HMGR, NADPH absorbance 340 nm kinetic;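 active = inhibition above a set limit, the median over all tested compounds plus 3 SD, cut at about 9.5% in these data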;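 note: enzyme runs in reverse so mevalonate oxidation gives rising NADPH absorbance; 0% = complete reaction with DMSO and 100% = background rate lacking mevalonate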
# APP 5UTR inh = inhibitors of APP translation via 5'UTR reporter, primary screen, APP 5'UTR luciferase, SH-SY5Y cells; SH-SY5Y APP 5'UTR-luciferase reporter, luminescence; inhibition, % at 2 µM; actives 0.82% (n = 190,000);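 active = inhibition above a set limit, derived from the sample mean plus 3 SD, cut at about 45% in these data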; note: values of inactives mirror those of a sister screen read the other way
# NF-kB neuron act = activators of NF-kB expression in neurons, primary screen, cell-based, HTS. human neuronal cells, NF-kB reporter expression; stronger effect = higher value. fold change at 12.5 µM. actives 1.6% (n = 190,000). AID 1239, 2008; in the data active = fold change above about 3.3
# APP 5'UTR act = activators of APP 5'UTR luciferase reporter, primary screen, SH-SY5Y cells | SH-SY5Y APP 5'UTR luciferase reporter, luminescence; zero percent = DMSO vehicle wells | activation, % at 2 µM | actives 1% (n = 190,000) | AID 1276, 2008;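 active = activation above a set limit, based on mean plus 3 SD of controls, cut at about 140% in these data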; note: values of inactives mirror those of a sister screen read the other way
# STAT1 activator = STAT1 signaling activators, primary screen, cell-based, HTS, luciferase reporter | NIH 3T3 STAT1-luciferase reporter, IFN-gamma, luminescence; 100% = IFN-gamma alone, no compound | activation (% of control), % at 5.5 µM | actives 2.6% (n = 200,000);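 active = activation above the screen-wide mean activation plus 3 SD, cut at about 130% in these data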;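 note: raw ratio to IFN-gamma control signal so 100% means no change and 0% no light; values of inactives mirror those of a sister screen read the other way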
# G6PDH CS = L. mesenteroides G6PDH inhibitors, counter-screen for G6PDH-coupled screening assays, biochemical, Leuconostoc mesenteroides enzyme. Purified L. mesenteroides G6PDH, diaphorase/resazurin coupled fluorescence, 45 min. inhibition, % at 5 µM. actives 0.12% (n = 200,000). glucose-6-phosphate dehydrogenase [Leuconostoc mesenteroides]. AID 1020, 2008; in the data active = inhibition above about 50%
# FLuc act counter = FLuc activators, initial screening, artefact control for FLuc-dependent activation tests, biochemical, ATPlite luminescence; ATPlite luciferase biochemical, 10 min; 0 = ATP-free wells, 1 = DMSO control; activation factor at 10 µM; 200,000 tested, under 10 active; AID 1027, 2008;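 active = luciferase activation factor, scaled between plate controls, of at least 2 with compound at 10 µM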
#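 Assay system: Luciferase/luciferin detection reagent, cell-free biochemical luciferase assay / Read-out: luciferase activation / Benchmarks: No-ATP low control, compound-free enzyme-plus-ATP high control / Medium: PBS buffer for ATP / Detection: luminescence measurement of luciferase light output / Schedule: 10 min at ambient temperature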
# Hsp70 act = Hsp70 transcriptional activators, primary screen, cell-based, HeLa, Hsp70 promoter luciferase, luminescence, 10 µM; HeLa Hsp70 promoter luciferase reporter; scaled: vehicle 0, proteasome-inhibitor control 100%; activation, % at 10 µM; actives 0.04% (n = 200,000);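 active = activation above the mean across all tested compounds plus 3 SD, cutoff set per campaign, cut at about 5.5% in these data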;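 note: 100% = MG132 at 30 µM as the positive control and 0% = DMSO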
# DTT redox prof = compounds producing H2O2 with reducing agent – biochemical, NIH compound library profiling, artefact control for MLSCN library redox annotation, primary screen; actives 0.03% (n = 200,000); activation, % at 10 µM; DTT-dependent redox cycling H2O2, phenol red/HRP absorbance; 100% = 100 µM peroxide control, 0% = buffer;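 active = activation of at least 50% relative to the plate's high and low controls in the primary single-dose screen; inactive = activation below 50%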;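 note: compound incubated with DTT at 0.8 mM final as the reducing agent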
# An asterisk follows results filed as active; · = not tested or not shown.
mol,FLuc inhib CS,Efa HMGR inh,APP 5UTR inh,NF-kB neuron act,APP 5'UTR act,STAT1 activator,G6PDH CS,FLuc act counter,Hsp70 act,DTT redox prof
Cc1ccc(-n2[nH]c(C)c(C=Nc3ccc(S(=O)(=O)Nc4nccs4)cc3)c2=O)cc1,21,-2,0,0.91,0,102,5,0.8,-0.2,0.4
CC(C)N(CCn1c(=S)[nH]c2ccccc2c1=O)C(C)C,-1,-14,15,1.3,-15,108,0,1,-0.1,0.2
COc1ccc(C)cc1NC(=O)CSc1nnc(CC(=O)Nc2ccccc2C)n1C,-1,-3,5,0.96,-5,99,0,1,0.0,0.3
CCOC(=O)c1c(-c2ccccc2)csc1NC(=O)c1cc2ccccc2oc1=O,-9,1,-3,1.1,3,93,-27,1.1,-0.4,0.0
CC(C)N(Cc1ccccc1)C(=S)NC1CCCCC1,-10,-6,7,1.5,-7,90,9,1.1,-0.2,-3.2
O=C(Cc1ccccc1)Nc1nc2ccccc2s1,-1,-3,-54,7.1*,54,125,1,1,0.5,0.3
CCc1cccc(N(C(=O)c2csnn2)C(C(=O)NC(C)(C)C)c2ccccn2)c1 (stereo unspecified),-2,-3,-44,1,44,94,18,1,-0.1,-1.1
O=C1C2CC=CCC2C(=O)N1c1ncn[nH]1 (stereo unspecified),-5,-5,-4,1.1,4,98,11,1.1,-0.3,-0.5
O=C(COC(=O)Cc1ccccc1F)Nc1ccc(Cl)cn1,0,-4,-8,1.3,8,106,4,1,-0.2,-0.9
C=CCN(c1ccccc1C(=O)O)S(=O)(=O)c1ccc(C)cc1,-2,8,9,1.1,-9,101,12,1,0.0,0.6
O=c1c2ccccc2nc2c3ccccc3c(Cl)nn12,-1,-7,4,0.95,-4,96,7,1,-0.1,-0.1
CCOC(=O)C1(Cc2ccc(Cl)cc2)CCN(C(=O)c2sc(C)nc2C)CC1,-4,-4,-5,0.8,5,84,3,1,-0.4,-0.2
Cc1ccc(S(=O)(=O)N2CCC(O)(c3cccnc3)CC2)cc1,-3,-2,-15,1,15,99,6,1,-0.2,0.2
COc1ccc(-n2c(=O)c3c4c(sc3n(CC(=O)Nc3cc(C)[nH]n3)c2=O)CCCC4)c(OC)c1,-5,-4,-16,2.4,15,93,0,1.1,-0.1,-0.6
N#CC1=C(N)Oc2c(oc(CO)cc2=O)C1c1ccsc1 (stereo unspecified),-6,0,-8,0.82,8,104,5,1.1,-0.3,-0.1
O=S(=O)(c1ccc2oc3ccccc3c2c1)N1CCOCC1,-7,5,-10,1,10,103,1,1.1,-0.4,-0.1
CCN1C(=O)/C(=C2/C=CC=CN2C)OC1=S,-11,-2,13,1.1,-13,106,6,1.1,-0.3,0.9
O=C(c1cccc(C(=O)N2CCN(Cc3ccccc3)CC2)c1)N1CCN(Cc2ccccc2)CC1,-6,·,-10,0.9,10,98,6,1.1,-0.3,-2.7
Cc1ccc(NC(=O)COC(=O)CNC(=O)c2ccc(C)s2)cc1,-2,-5,-1,1.2,1,103,-1,1,0.0,11
O=C(CSc1nc2ccccc2c(=O)n1-c1cccc(C(F)(F)F)c1)NC1CC1,-4,0,4,1.1,-4,92,12,1,-0.5,0.5

# Brought forward from above: 5 entries, followed by the next part.
mol,FLuc inhib CS,Efa HMGR inh,APP 5UTR inh,NF-kB neuron act,APP 5'UTR act,STAT1 activator,G6PDH CS,FLuc act counter,Hsp70 act,DTT redox prof
O=S(=O)(c1ccc2oc3ccccc3c2c1)N1CCOCC1,-7,5,-10,1,10,103,1,1.1,-0.4,-0.1
CCN1C(=O)/C(=C2/C=CC=CN2C)OC1=S,-11,-2,13,1.1,-13,106,6,1.1,-0.3,0.9
O=C(c1cccc(C(=O)N2CCN(Cc3ccccc3)CC2)c1)N1CCN(Cc2ccccc2)CC1,-6,·,-10,0.9,10,98,6,1.1,-0.3,-2.7
Cc1ccc(NC(=O)COC(=O)CNC(=O)c2ccc(C)s2)cc1,-2,-5,-1,1.2,1,103,-1,1,0.0,11
O=C(CSc1nc2ccccc2c(=O)n1-c1cccc(C(F)(F)F)c1)NC1CC1,-4,0,4,1.1,-4,92,12,1,-0.5,0.5
COc1ccc(-c2cc(CS(=O)(=O)c3ccccc3)on2)cc1,29,-3,-118,3,117,142*,6,0.7,0.0,-1.0
COc1ccc([N+](=O)[O-])cc1N(CC(=O)N1CCCCC1)S(C)(=O)=O,-13,-2,10,·,-10,101,8,1.1,0.0,-1.2
Brc1cc2c(cc1/C=N/Nc1nc(N3CCCC3)nc(N3CCOCC3)n1)OCO2,-6,-3,-6,0.32,7,103,-1,1.1,0.2,14
CC(=O)c1ccc(NC(=S)N2CCN(CCN3C(=O)c4cccc5cccc(c45)C3=O)CC2)cc1,-5,-7,-13,0.87,13,97,-9,1,-0.4,0.3
Cn1nnc2cc(C(=O)NCc3ccc4c(c3)OCO4)ccc21,-2,-1,-4,1.3,4,101,3,1,0.3,-1.6
CCOC(=O)c1c(C)oc2c1c(C=NC1CCS(=O)(=O)C1)c(O)c1ccccc12 (stereo unspecified),-4,-2,-13,1.1,13,106,34,1,0.4,1.5
Cc1nn(C)c(C)c1CN(C)C(=O)c1cc2n(n1)C(C(F)(F)F)CC(c1cccs1)N2 (stereo unspecified),-2,1,-3,0.75,3,86,6,1,-0.1,2.1
COc1ccccc1N1CCN(c2cc(C)nc3nc(C)nn23)CC1,0,-2,17,1.1,-17,96,3,1,-0.3,-0.9
CCN(CCC(=O)O)c1ccccc1,-5,0,-21,1,21,98,1,1.1,0.0,-0.2
Cc1ccc(-c2nnc(Cc3ccc(Cl)cc3)o2)cc1,-5,0,-31,1.9,31,114,0,1,0.0,-1.3
O=C1C(=O)N(CCOCCO)C(c2ccccn2)/C1=C(\O)c1ccccc1 (stereo unspecified),4,4,-10,0.92,10,99,2,1,-0.1,2.4
CCOc1ccc2c3c(c(=O)oc2c1OCC)CCCC3,-4,-1,-9,1.3,9,96,2,1,-0.1,-1.7
CCN(CC)CCOc1ccc(Br)cc1,-4,3,1,1.1,-1,93,11,1,-0.1,2.1
CCC(C)NC(=O)c1csc2c1CCCCC2 (stereo unspecified),-7,-6,-16,0.86,16,100,12,1.1,0.0,0.1
CCOC(=O)C1CCCN(Cc2nc3ccc([N+](=O)[O-])cc3c(=O)n2-c2ccc(OC)cc2OC)C1 (stereo unspecified),-3,-2,-10,0.98,10,99,1,1,-0.3,-2.0
CC(C)Cn1c(-c2cc([N+](=O)[O-])ccc2Cl)nc2c1c(=O)[nH]c(=O)n2Cc1ccccc1,-10,-5,3,1,-3,110,21,1.1,-0.3,0.1
Nc1ncc(Br)cc1S(=O)(=O)NCCC(=O)N1CCN(c2ncccn2)CC1,-4,0,-5,0.87,5,102,3,1,-0.2,-3.7
O=C(Cn1cnc2scc(-c3ccccc3)c2c1=O)N1CCOCC1,-6,-8,12,1,-12,100,3,1.1,-0.1,1.3
COC(=O)COc1ccc(S(=O)(=O)N2CCCCC2)cc1[N+](=O)[O-],-1,4,-5,1.2,5,94,0,1,-0.1,-0.6
Cn1ccnc1SCC(=O)c1c[nH]c2ccccc12,8,-5,-124,2.1,124,117,-3,0.9,-0.1,-1.9

# New compounds follow
molecule	FLuc inhib CS	Efa HMGR inh	APP 5UTR inh	NF-kB neuron act	APP 5'UTR act	STAT1 activator	G6PDH CS	FLuc act counter	Hsp70 act	DTT redox prof
O=S(=O)(c1ccc(Cl)s1)N1CCN(C/C=C/c2ccccc2)CC1	-1	-1	-10	1.3	10	98	16	1	-0.3	-1.9
Cc1ccc(OCC(=O)c2ccc(Cl)s2)c([N+](=O)[O-])n1	3	-6	-19	0.86	19	102	8	1	0.0	-1.6
Cc1c(N=CN2CCOCC2)c(=O)n(C)c(=O)n1C	-1	-7	-5	1.2	5	103	9	1	-0.3	0.9
Cn1cnnc1SCC(=O)c1c(N)n(Cc2ccccc2)c(=O)n(C)c1=O	-8	7	-24	1.3	24	97	2	1.1	-0.2	-1.2
CC1=C(C(=O)Nc2ccccc2)C(c2ccc(N(C)C)cc2)NC(=O)N1 (stereo unspecified)	-5	-2	-2	1.2	2	106	-3	1.1	-0.4	2.2
COC(=O)CSc1ncnc2c1cnn2-c1ccc(C)cc1C	14	-6	-4	1.2	4	99	6	0.9	-0.1	-0.6
COc1ccc(C2NC(=O)C(C#N)=C(S)N2c2cccc(C)c2)cc1OC (stereo unspecified)	-3	-4	-6	0.85	6	96	-1	1	-0.3	-0.5
Fc1ccc(CNC(=S)NC2CCCC2)cc1	-7	3	-2	1.1	2	101	5	1.1	-0.4	-0.1
CCn1c(SCC(=O)NCc2ccco2)nc2c(c1=O)SC(C)C2 (stereo unspecified)	-3	3	25	0.82	-25	93	-5	1	-0.3	0.5
COc1ccc(CCN(C)S(=O)(=O)c2ccc(Cl)nc2)cc1OC	-4	-7	3	1.1	-3	96	2	1	-0.1	-2.7

# NF-kB neuron act: entries above that show a hit
molecule	FLuc inhib CS	Efa HMGR inh	APP 5UTR inh	NF-kB neuron act	APP 5'UTR act	STAT1 activator	Hsp70 act	DTT redox prof
O=C(Cc1ccccc1)Nc1nc2ccccc2s1	-1	-3	-54	7.1*	54	125	0.5	0.3

# Later entries:
molecule	FLuc inhib CS	Efa HMGR inh	APP 5UTR inh	NF-kB neuron act	APP 5'UTR act	STAT1 activator	G6PDH CS	FLuc act counter	Hsp70 act	DTT redox prof
CC(=C/C(=O)O)/C(=C/c1ccccc1)C(=O)O	-4	3	0	1.2	0	96	-4	1	0.2	-0.2
COc1ccc(N=C2SC(CC(=O)Nc3ccccc3)C(=O)N2Cc2ccccn2)cc1 (stereo unspecified)	4	2	-3	1.3	3	111	16	1	-0.2	-1.7
C(#CCN1CCOCC1)COCCCOC(c1ccccc1)c1ccccc1	-7	-8	-20	0.98	20	96	13	1.1	0.0	0.5
CCOc1cc(C2C(C#N)=C(N)SC(N)=C2C#N)ccc1OCCN1CCOCC1	-3	3	12	0.35	-12	96	-26	1	-0.4	-2.3
Cn1cnnc1SCc1ccc(C#N)cc1	-8	3	-14	1.2	14	90	-1	1.1	0.2	0.2

# High-throughput results as filed in PubChem.
